Source: PubChem
SSB-PriA inh: K. pneumoniae PriA-SSBct interaction inhibition | AlphaScreen SSBct-PriA binding, biotinylated peptide | inhibition, % at 33 µM | hit rate 0.6% among 430,000; in the data active = inhibition mostly above about 37%, no sharp cut-off; inactive = mostly below about 20%;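 also: plate controls were negative control peptide for no effect and reference peptide for full effect; strong numbers were not always called active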
The depositor's hits bear a star; & = joins results of further samples. This is a subset (hit frequency here may not be typical).

SMILES	SSB-PriA inh
CCCCN(CCCC)C(N)=Nc1nc(C)cc(C)n1	11
O=C(Nc1ccc(F)cc1F)N1CCN(c2nc(N3CCOCC3)nc(-n3ccnc3)n2)CC1	-17
O=C(CC(NCc1cccnc1)C(=O)O)Nc1ccccc1F (configuration not stated)	5
O=C(Nc1nnc(-c2cc(Cl)ccc2Cl)o1)c1c(F)cccc1F	-18
O=C(NCCS(=O)(=O)N1CCN(c2ccccc2F)CC1)c1ccccc1	-16
O=C(NC1(C(F)(F)F)Oc2ccccc2O1)OC1CCCCC1	-5
Cc1ccc2c(c1)N(C(=O)CSc1ncnc3c1[nH]c1ccc(F)cc13)CCO2	2
COc1ccc(C=NNC(=O)c2cccc([N+](=O)[O-])c2)c2ccccc12	1
COc1ccc(S(=O)(=O)N2CCCc3cc(NS(=O)(=O)Cc4cccc(C)c4)ccc32)cc1	-17
COc1ccc(CNC(=O)Cn2ncn3nc(-c4ccc(F)cc4)cc3c2=O)cc1	-3
O=C(NCc1ccc(C(O)c2ccsc2)s1)NC1CCCC1 (configuration not stated)	-14
CSc1ncccc1C(=O)N1CCC(CNC(=O)C2c3ccccc3Oc3ccccc32)CC1	-17
COc1ccc(-c2csc(CN3CCN(C(=O)CCS(=O)(=O)c4ccccc4)CC3)n2)cc1	-2
COc1ccc(N2C(=O)C3N=NN(Cc4cc(OC)ccc4Br)C3C2=O)cc1 (configuration not stated)	-17
O=C1C2ON(c3ccccc3)C(/C=C/c3ccccc3)C2C(=O)N1c1ccc(Br)cc1 (configuration not stated)	-3
CCc1cccc(CC)c1NC(=O)Cn1c(=O)n(Cc2cccs2)c(=O)c2ncccc21	-14&-10
COc1ccc2nc(N3CCN(C(=O)c4ccc(C)cc4)CC3)sc2c1	-4
O=S(=O)(Nc1ccc(NCc2cccs2)nn1)c1ccc(Cl)cc1	3
NC(N)=NN=Cc1cccc(Cl)c1Cl	16
O=C(NN=Cc1ccncc1)c1cccc(NC(=O)c2ccc(Cl)cc2)c1	-3
CCC(C)c1ccccc1OCC(=O)Nc1ccc(S(N)(=O)=O)cc1 (configuration not stated)	3
CCc1ccc(C(C)=NNC(=O)CNC(=O)/C=C/c2ccco2)cc1	8
Cc1cc2ncc(CCCNC(=O)c3ccc4noc(-c5ccccc5)c4c3)cn2n1	1
O=C(Cn1ncn2nc(-c3ccc(Cl)cc3)cc2c1=O)Nc1ccccc1C(F)(F)F	-5
Nc1ccncc1Br	-28
CO[C@@H](CNC(=O)NC1CCCC1)c1ccsc1	-30
O=C(NN=C/C(Br)=C/c1ccccc1)c1cc(-c2ccco2)[nH]n1	1
COc1cc(C(=O)Nc2c(C)cccc2-c2nc3ccccc3[nH]c2=O)cc(OC)c1OC	-25
O=[N+]([O-])c1ccc(Cl)c(C=NN2CCN(c3ccccc3)CC2)c1	-3
CCN1C(=O)c2cc(NC(=O)c3cccc(Cl)c3)ccc2Oc2ccccc21	-5

Four entries from above, as labelled records.
CO[C@@H](CNC(=O)NC1CCCC1)c1ccsc1
  SSB-PriA inh: -30
O=C(NN=C/C(Br)=C/c1ccccc1)c1cc(-c2ccco2)[nH]n1
  SSB-PriA inh: 1
COc1cc(C(=O)Nc2c(C)cccc2-c2nc3ccccc3[nH]c2=O)cc(OC)c1OC
  SSB-PriA inh: -25
O=[N+]([O-])c1ccc(Cl)c(C=NN2CCN(c3ccccc3)CC2)c1
  SSB-PriA inh: -3

Already shown: 5 of the compounds above.
SMILES	SSB-PriA inh
CO[C@@H](CNC(=O)NC1CCCC1)c1ccsc1	-30
O=C(NN=C/C(Br)=C/c1ccccc1)c1cc(-c2ccco2)[nH]n1	1
COc1cc(C(=O)Nc2c(C)cccc2-c2nc3ccccc3[nH]c2=O)cc(OC)c1OC	-25
O=[N+]([O-])c1ccc(Cl)c(C=NN2CCN(c3ccccc3)CC2)c1	-3
CCN1C(=O)c2cc(NC(=O)c3cccc(Cl)c3)ccc2Oc2ccccc21	-5

(more compounds)
SMILES	SSB-PriA inh
O=C(NN=Cc1ccc(O)cc1O)NC12CC3CC(CC(C3)C1)C2	-2
O=C(CSc1ccc(F)cc1)NCCSC1CCOCC1	-7
CSc1ccccc1C(=O)Nc1cc(C)nn1-c1nc2c(cnn2-c2ccc(F)cc2)c(=O)[nH]1	41*
O=C(CCc1cccc(Cl)c1)NCCSC1CCOCC1	-8
CCc1c(C)nc(-n2nc(C)cc2N)[nH]c1=O	93*
COc1ccc(-c2csc(CN3CCN(C(=O)CC4CCCCC4)CC3)n2)cc1	-1
C#CCn1c(=NC(=O)c2ccccc2)sc2cc(C(=O)OC)ccc21	-5
Cc1ccc(Cl)c2sc(NC(=O)CN3C(=O)CCC3=O)nc12	-5
COc1ccccc1N1CCN(c2cc(SCC(=O)Nc3cc(F)ccc3F)ncn2)CC1	-8
CCc1cc(C(=O)NN=Cc2c(C)[nH]c3ccccc23)cs1	23
COc1ccccc1C=NNC(=O)CC(=O)NCc1cccnc1	-19
ON=C(c1ccc(Cl)cc1Cl)c1ncc(C(F)(F)F)cc1Cl	-13
CCOC(=O)c1c(NC(=O)c2cccc(SC)c2)sc2ccccc12	-2
Cc1nnc(NC(=O)c2ccc(OCc3ccc4ccccc4n3)cc2)s1	-5
CCOC(=O)c1ccccc1NC(=O)CSc1ncnc2nc(N(C)C)sc12	-8
O=C(Nc1cc2c3c(c1)CC(=O)N3CCC2)C(=O)NC1CCCC1	-11
Cc1cc2c(nn1)CCCC2=NO	-1
Cn1c(SCc2nc(-c3ccccn3)no2)nc2ccsc2c1=O	-6
Cc1cc2ncn(N=Cc3ccc(-c4ccccc4)o3)c2cc1C	0
COc1cccc(C=c2sc(=CC(=O)C(C)(C)C)[nH]c2=O)c1	-1
Cc1ccc(NC(=O)C(=O)NCC(c2ccsc2)N2CCc3ccccc3C2)cc1F (configuration not stated)	4
COC(=O)N1CCc2ccc(NC(=O)c3ccccc3SC(F)F)cc2C1	-13
COc1ccc(Cl)cc1NC(=O)CCn1nc(C)c(Cl)c1C	-3
O=C(NC1CCN(c2ccc(-c3ccccc3Cl)nn2)CC1)c1cnccn1	-6
Cc1ccc(S(=O)(=O)NN=C(c2ccccc2)C2CC2)cc1	-14
CC(C)(C)C(=O)N1CCC(Oc2ccccn2)CC1	-8
Cn1nc(C(=O)N2CCN(c3ccccc3)CC2)ccc1=O	1
C=CCn1nnnc1SCC(=O)Nc1c(C)cc(C)cc1C	-15
O=C(Cn1cnc2c(sc3ccccc32)c1=O)Nc1ccc(Cl)cc1	-4
O=C(NCCOc1ccc2nnc(-c3ccccc3Cl)n2n1)c1ccco1	-13&-6
CCOc1ccc(-c2ccc(N3CCN(C(=O)c4ccncc4)CC3)nn2)cc1	-7
CSc1ccccc1C(=O)N1CCC(c2cc(C(=O)Nc3ccccc3F)n[nH]2)CC1	3
O=C(Nc1c(F)cccc1F)N1CCN(c2ccc(-n3cncn3)nn2)CC1	-6
O=C(NC(C(=O)NN=Cc1cccc2ccccc12)c1n[nH]c(=O)c2ccccc12)c1ccccc1 (configuration not stated)	16
CCOC(=O)C(=NNc1ccc(OC)cc1)c1csc(Nc2ccccc2)n1	24
CS(=O)(=O)N1CCC(C(=O)N(Cc2ccco2)C2CCOCC2)CC1	-1
O=C(Cn1cc(S(=O)(=O)Cc2ccccc2)c2ccccc21)N1CCN(C(=O)c2ccco2)CC1	-4&-3
O=C1S/C(=C/c2ccccc2F)C(=O)N1CNc1ccccc1Cl	1
COC(=O)CC1C(=O)NCCN1C(=O)c1cc2cccc(OC)c2oc1=O (configuration not stated)	-8
CC(=O)c1ccc(C(=O)Nc2nc3c(Cl)cc(Cl)cc3s2)cc1	2
O=C(c1cccnc1)N1CCC(CNS(=O)(=O)c2cccnc2)CC1	-1
COCCNC(=O)Cc1ccc(NC(=O)CCc2ccccc2F)cc1	7
Nc1c(C(=O)c2ccccn2)sc2nc(-c3ccccc3)ccc12	-8
O=[N+]([O-])c1cc(-c2ccc(C=Nn3cnnc3)o2)ccc1Cl	-5
CCOC(=O)c1sc(NC(=O)c2ccc(-n3cncn3)nn2)nc1C	-21
O=C(NCc1ccccc1Cl)C(=O)NCC(c1cccs1)N1CCc2ccccc2C1 (configuration not stated)	-21
CN(Cc1ccco1)S(=O)(=O)c1ccc(C(=O)Nc2nc(-c3ccc(Cl)s3)cs2)cc1	-1
CCOP(=O)(OCC)/C(C#N)=C/c1ccc(-c2cc(Cl)ccc2Cl)o1	-8
O=C(NCc1nc2ccccc2[nH]1)C1CN(C(=O)c2cnccn2)C1	-10
COc1cc(-c2noc(C3CCN(S(=O)(=O)c4cccs4)CC3)n2)cc(OC)c1OC	-3

(listing goes on)
SMILES	SSB-PriA inh
c1ccc(CCSc2nnc(-c3ccncc3)o2)cc1	-8
COc1ccc(C(=O)N(Cc2ccccn2)c2nc3ccc(Cl)cc3s2)cc1	-4
O=C(NCc1ccco1)C1CC(=O)N(CCN2CCN(S(=O)(=O)c3ccccc3)CC2)C1 (configuration not stated)	-1
CC(=NNC(=O)CNC(=O)Cc1ccccc1)c1ccco1	2
Cc1cnc2n(c1=O)C(CC(=O)N1CCCCCC1)CS2 (configuration not stated)	-6
ON=CC1=C(Cl)c2ccccc2CC1	-5
O=C(Nc1nc2c(F)cccc2s1)c1cccc(C(F)(F)F)c1	-8
Cn1c(NNC(=O)C(C)(C)Oc2ccc(Cl)cc2)cc(=O)n(C)c1=O	-2
COC1(CNC(=O)NCc2cccs2)Cc2ccccc2C1	-5
COc1ccc(NC(C)=O)cc1NC(=O)CCCSc1ccc(NC(C)=O)nn1	-30
CCC(C(=O)NCCNC(=O)c1ccc(NC(=O)C(C)C)cc1)c1ccccc1 (configuration not stated)	-6
CN1C(=O)c2ccc(NC(=O)c3ccno3)cc2C1=O	-5&11
CC(CC(=O)Nc1ccccc1)=NNC(=O)COc1ccc(C)cc1Br	-18
O=C(c1cnccn1)N1CCC(Oc2ncccc2Cl)CC1	-10
Cc1nn(-c2ncc(NC(=O)Cc3ccc(F)cc3)cn2)c(C)c1C	-8
CSC(=S)NN=Cc1ccc(Br)cc1	-17
CN(C)S(=O)(=O)c1ccc2nc(NC(=O)c3nc4ccccc4s3)sc2c1	-8
CCOc1ccc(NC(=O)CSc2ccc(NC(=O)C3CC3)nn2)cc1	-3
COc1ccc(C=NNC(=O)c2ccccc2)cc1COc1ccc(F)cc1	-25
CN(C)CCN(C(=O)c1ccc(Cl)s1)c1nc2ccc(S(C)(=O)=O)cc2s1	-10
COc1ccccc1OCC(=O)Nc1ccc2c(c1)N(C(=O)[C@@H]1CCCO1)CC2	-2
COc1ccc(-c2nc3scc(CCNC(=O)c4ccc(Br)o4)n3n2)cc1OC	6
Cc1nn(C)cc1S(=O)(=O)Nc1ccc(Cl)c(Cl)c1	-4
O=C(CSc1ncc(-c2ccc(F)cc2)o1)N1CCN(c2ccc(F)cc2)CC1	-8
CSc1ccc(NC(=O)[C@@H]2CCCN2S(C)(=O)=O)cc1	-2
CCn1c(=O)c(C(=O)Nc2ccc(Cl)c(Cl)c2)cc2cccnc21	-9
COc1ccc(S(=O)(=O)CC(=O)N2CCN(c3nc4ccc([N+](=O)[O-])cc4s3)CC2)cc1	0
O=C(Nc1nc2c(s1)CCCC2C(=O)N1CCCC1)c1ccc2c(c1)OCO2 (configuration not stated)	7
CCn1nc(C)c(-c2oc3ccccc3c(=O)c2O)c1C	-5
Cc1cccc(C=Nn2c(C3CCCCC3)n[nH]c2=S)c1	-3

Two compounds drawn at random from the list so far, as already listed:
SMILES	SSB-PriA inh
CSc1ccc(NC(=O)[C@@H]2CCCN2S(C)(=O)=O)cc1	-2
Cc1cccc(C=Nn2c(C3CCCCC3)n[nH]c2=S)c1	-3

Next part
SMILES	SSB-PriA inh
COc1ccccc1OCCn1c(CCNC(=O)C2CCCCC2)nc2ccccc21	-17
CCOC(=O)N1CCN(CC(O)COC(C)(C)CC)CC1 (configuration not stated)	-24
CON=C/C(C#N)=C/c1ccc(OC)cc1	0
COc1cn(C)c(C(=O)Nc2nc3c(C)cccc3s2)cc1=O	-6
O=C(NCC1CCN(C(=O)COc2ccccc2)CC1)c1ccc2ncsc2c1	-6
CON=Cc1cccn1-c1nccc(OC)c1C#N	0
O=C(Nc1cnn(C[C@H]2COc3ccccc3O2)c1)c1cnccn1	-21
CC(C)CCOc1ccc(C=NN2C(=O)CSC2=S)cc1	6
COc1ccc(Cl)cc1C(=O)Nc1cccc(-n2c(C)nc3ccccc3c2=O)c1	-20
O=C(CCc1csc(NC(=O)c2ccco2)n1)Nc1ccc(F)c(Cl)c1	-16
CC(C)c1ccc(C2N(c3ccccc3)CCN2c2ccccc2)cc1	-6&11
O=C(c1ccco1)N1CCN(c2nccn3nc4c(c23)CCCC4)CC1	0
O=C(NCc1ccc(F)cc1Cl)c1nnn(Cc2ccccc2)c1-c1ccncc1	-6
O=C(/C=C/c1ccccc1F)c1ccc(F)cc1	7
O=C(O)CCC(=O)OCCCc1ccccc1	-7
CC(=O)N(C)Cc1nc2ccccc2n1CCOc1ccccc1	-16
NC(=NOC(=O)C1CCCCC1)c1ccccn1	-7
CC(C)(C)OC(=O)C[C@H]1C/C=C/C[C@H](CC(=O)NCCO)C(=O)N2CCC[C@@H]2COC1=O	-22
O=C(CCn1c2c(c3ccccc31)CCCC2)N=Nc1c(O)n(Cc2ccccc2)c2ccccc12	-3
COc1ccccc1Cc1noc(C2CNC2)n1	-1
CCN(CC)S(=O)(=O)c1ccc(C(=O)NC2CC(=O)N(c3ccc(F)cc3)C2)cc1 (configuration not stated)	2
CS(=O)(=O)N1CCC(C(=O)Nc2cccc(-c3nc4ccccc4[nH]3)c2)CC1	-7
CCN(Cc1cnc2ccccn12)C(=O)C1(c2cccs2)CCCC1	6
CC(C)(C)C(=O)N1CCc2ccc(NC(=O)C3CCN(S(C)(=O)=O)CC3)cc21	-5
CCCCN1C(SCc2cccc(Br)c2)=NS(=O)(=O)c2ccccc21	3
O=C(Nc1cccs1)N1CCC(Oc2ncccc2Cl)CC1	2
CC(C)c1ccc(S(=O)(=O)c2cnc(SCC(=O)Nc3cc(F)ccc3F)nc2N)cc1	-16
CC(=O)Nc1ccc(C(=O)N2CCS[C@H](c3ccccc3F)CC2)cc1	-2
COc1ccc(Cn2c(SC)nc3c(-c4ccccc4)c[nH]c3c2=O)cc1	-11
